sdo1 growth: growth rescue of sdo1-depleted yeast, primary screen, S. cerevisiae, bone marrow failure model | S. cerevisiae sdo1-depleted JHY4D growth rescue, OD600 30 h; hits give high values; pdr5 snq2 efflux-pump mutant strain | z-score at 10 µM | actives 0.21% (n = 140,000) | AID 817, 2007;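 active means z-score above 3 at both the 24 hr and the 30 hr optical density reads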;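 further: z-score against mean and SD of all compound wells on the same plate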
Insulin prom inh: inhibitors of insulin promoter-driven GFP, primary screen, imaging, TRM-6 cells (human fetal islet line), eGFP reporter, cell count; reporter expression induced with tamoxifen; inhibition, % at 2 µM; actives 0.9% (n = 130,000);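 active means inhibition above the mean plus 3 SD, with well images judged a real hit on visual review, cut at about 60% in these data, passing the limit was not always enough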
sdo1 growth Rescue 24 h: recorded beside sdo1 growth, whose call it bears; z-score; S. cerevisiae sdo1-depleted JHY4D growth rescue, OD600; measured here: growth rescue at 24 h;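 0 is the plate mean of compound wells and units are plate SD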
* marks the source's active call; other numbers are inactive results; · = no result given.

sdo1 growth | sdo1 growth Rescue 24 h | Insulin prom inh | Molecule
0.2 | -0.24 | -22 | O=C(CNC(=S)N(CCCN1CCOCC1)Cc1cccs1)NC1CCCCCCC1
-0.74 | -0.3 | · | Cc1ccc(-c2nnc(Cc3ccc(Cl)cc3)o2)cc1
· | · | 39 | Cc1ccc(N2CCN(S(=O)(=O)N(C)C)CC2)cc1C
-0.57 | 0.03 | · | CCOc1ccc(-c2c(=O)n(OCc3ccc([N+](=O)[O-])cc3)c3ccccc3[n+]2[O-])cc1
-1.4 | -1.4 | 13 | Cc1cc(C)cc(OCC(=O)N2CCCCCC2)c1
-0.34 | -0.73 | · | Cc1ccc(S(=O)(=O)N2CCOCC(=O)NCCOCCNC(=O)COCC2)cc1
-0.59 | 0.77 | 35 | Cc1ccc(-n2c(C)cc(C(=O)OCC(=O)N(C)C3CCS(=O)(=O)C3)c2C)cc1 (stereo not given)
0.05 | -0.29 | · | O=C(NCCN1C(=O)C2C3C=CC(C3)C2C1=O)Nc1ccccc1O (stereo not given)
-0.43 | -0.22 | -5 | O=C(COc1ccc(S(=O)(=O)N2CCc3ccccc32)cc1Cl)NCc1ccccn1
-0.37 | 0.46 | 0 | C=CCn1nnc2sc3c(c2c1=O)CCC(C)C3 (stereo not given)
-1.7 | -0.72 | -9 | Clc1ccc(-c2nnnn2-c2ccc(Cl)c(Cl)c2)cc1Cl
1.1 | 1.3 | 38 | O=C(/C=C/c1cccs1)NCc1cccnc1
1.9 | 3.3 | -121 | CC(C)C(c1nnnn1Cc1ccc(F)cc1)N1CCN(Cc2ccc3c(c2)OCO3)CC1 (stereo not given)
· | · | 35 | CCN(C(=O)CN1CCN(c2ccccc2F)CC1)c1c(N)n(Cc2ccccc2)c(=O)[nH]c1=O
0.42 | 0.56 | · | O=C(Oc1ccc(Cl)c2cccnc12)N1CCCCC1
-1 | -0.61 | 61 | Cc1nc(NCc2ccco2)c2c(C)c(C)sc2n1
0.03 | 1.8 | -223 | CCOCCCNc1nc2c(C)cccn2c(=O)c1/C=C1\SC(=S)N(CC(C)C)C1=O
0.6 | 0.9 | 15 | COc1ccc(CNC(=O)C(OC(C)=O)c2ccccn2)cc1 (stereo not given)
-0.88 | -0.84 | 14 | COc1ccc(-n2nnc3c(=O)n(C/C=C/c4ccccc4)cnc32)cc1
0.02 | 1.6 | · | CC(=O)N1CCN(c2ccc(NCc3ccc(C)s3)cc2)CC1
-1.1 | -0.47 | · | Cc1ccc(C)c(NC(=O)C(OC(=O)c2ccc(C)s2)c2ccccc2)c1 (stereo not given)
0.99 | -0.04 | 5 | Cc1nnc(C)c2c(C)n(Cc3ccc4c(c3)OCO4)c(C)c12
-0.4 | -0.65 | -500 | O=C(CCN1CCCCC1)Nc1ccc(Br)cc1
0.18 | 0.42 | -3 | COC(=O)C(C)Sc1nc2c(c(=O)[nH]c(=O)n2C)n1CCCc1ccccc1 (stereo not given)
1.4 | 1.7 | -55 | COc1cc(-c2nnc(CSc3nnc4nc(C)cc(C)n34)o2)cc(OC)c1OC
-0.17 | 0.1 | 15 | COc1ccc(C(=O)N2CCN(c3nnnn3-c3ccccc3)CC2)cc1OC
0.14 | -0.05 | -88 | Cc1ccccc1Cn1cnc2c(NS(C)(=O)=O)c(C)c(C)cc21
0.54 | 0.59 | 33 | COc1ccc(Nc2cc(C)nc(N3CCOCC3)n2)cc1
0.82 | 0.84 | 6 | COc1cc(S(=O)(=O)NCc2ccccn2)c(OC)cc1Cl
1.2 | 1.3 | 20 | O=C(COC(=O)c1cc(=O)[nH]c2ccccc12)NC(=O)NC1CCCCC1
0.18 | -0.4 | -21 | CCOC(=O)Cc1csc(NC(=O)c2ccc(S(=O)(=O)N3CCCC3)cc2)n1
0.61 | 0.11 | · | COc1ccc(C(=O)CN(Cc2ccccc2)C2=NCCS2)cc1
-0.23 | -0.64 | 38 | CNc1ccccc1C(=O)OCC(=O)c1ccccc1
-0.31 | -0.43 | 23 | CCCCCCOC(=O)c1ccc(OC(=O)c2cccnc2)cc1
1.3 | 1.8 | 65* | CC(=O)c1cc(C#N)c(SCC(=O)C(C)(C)C)nc1C
0.2 | 0.84 | 11 | Cc1ccc(C(=O)Nc2nncs2)cc1S(=O)(=O)N1CCOCC1
1 | 1.6 | · | Cc1ccc2c(CSc3nnc(C4CC4)n3N)cc(=O)oc2c1C
-0.8 | -0.56 | 21 | CC(NC(=O)C12CC3CC(CC(C3)C1)C2)c1ccc2c(c1)OCCO2 (stereo not given)
· | · | 43 | Cc1ccc(NC(=O)CSc2nnc(CNC(=O)c3cccs3)o2)cc1
0.17 | 0.02 | -56 | CCOC(=O)c1ccccc1NC(=O)CN(c1ccccc1C)S(C)(=O)=O
0.39 | 0.37 | 24 | CN1CCN(C2=CC(=O)OC23CCCCC3)CC1
0.5 | 0.68 | 42 | O=C(NNS(=O)(=O)c1ccccc1[N+](=O)[O-])c1ccc(O)cc1
0.75 | -0.04 | -64 | COc1ccccc1S(=O)(=O)Nc1ccc(-c2nnc3n2CCCCC3)cc1
-0.52 | -0.78 | · | COc1ccc(-n2c(=O)cc(N3CCN(Cc4ccccc4)CC3)[nH]c2=O)cc1
· | · | 62 | COC(=O)c1nnn(CC(=O)NC(=O)Nc2ccccc2F)c1C(=O)OC
· | · | 31 | O=C(CSCc1ccccc1Br)N/N=C/c1ccccc1C(=O)O
-1.8 | -0.33 | -4 | COc1ccc(Cl)cc1NC(=O)CC(C)c1ccccc1 (stereo not given)
-0.81 | -0.82 | 61 | Cc1ccc(C)c(NC(=S)NCc2ccc3c(c2)OCO3)c1
-0.96 | -0.2 | 11 | O=C(COc1ccc(C(=O)c2ccccc2)cc1)NC1CCCCCC1
-1.8 | -1.3 | · | CCOC(=O)/C(=C/c1ccc(OC(=O)c2ccccc2)cc1)C(C)=O
0.05 | 0.6 | 0 | COC(=O)c1ccc(/C=N/NS(=O)(=O)c2cc(C)ccc2C)cc1
-0.34 | -0.2 | · | CCN1CCN(C(=O)Cn2ncc3c2-c2ccccc2OC3)CC1
-0.6 | 1.4 | 10 | Cc1cc(C(C)(C)C)oc1C(=O)NCCCNC(=O)c1oc(C(C)(C)C)cc1C
· | · | 2 | Cc1csc(Nc2cccc3ccccc23)n1
0.08 | -0.02 | -32 | Cc1ccc(-c2nc3cccnc3s2)cc1NS(=O)(=O)c1ccc2c(c1)CCCC2
0.91 | 1.2 | -57 | CC(Sc1nnc2c(n1)C1(C)CCC2C1(C)C)C(=O)Nc1ccccc1 (stereo not given)
0.19 | -0.21 | · | COc1ccccc1N1CCN(C(=O)CSc2nnc3c4ccccc4nc(Cc4ccccc4)n23)CC1
-0.22 | -0.39 | -36 | CCCCn1c(SCC(=O)N2CCCC2)nnc1-c1ccccc1
1.8 | 5.8 | · | Cc1cc(C)c(Nc2cc(S(=O)(=O)O)c(N)c3c2C(=O)c2ccccc2C3=O)c(C)c1
· | · | -60 | Cc1onc(-c2ccccc2)c1-c1n[nH]c(=S)n1-c1ccccc1

Complete entries from above:
Shown for Cc1onc(-c2ccccc2)c1-c1n[nH]c(=S)n1-c1ccccc1 → sdo1 growth = ·; sdo1 growth Rescue 24 h = ·; Insulin prom inh = -60
Shown for CCN1CCN(C(=O)Cn2ncc3c2-c2ccccc2OC3)CC1 → sdo1 growth = -0.34; sdo1 growth Rescue 24 h = -0.2; Insulin prom inh = ·
Shown for O=C(NNS(=O)(=O)c1ccccc1[N+](=O)[O-])c1ccc(O)cc1 → sdo1 growth = 0.5; sdo1 growth Rescue 24 h = 0.68; Insulin prom inh = 42

Laid out differently: results already given.
CN1CCN(C2=CC(=O)OC23CCCCC3)CC1
  sdo1 growth = 0.39	sdo1 growth Rescue 24 h = 0.37	Insulin prom inh = 24
COc1ccccc1N1CCN(C(=O)CSc2nnc3c4ccccc4nc(Cc4ccccc4)n23)CC1
  sdo1 growth = 0.19	sdo1 growth Rescue 24 h = -0.21	Insulin prom inh = ·
COc1ccccc1S(=O)(=O)Nc1ccc(-c2nnc3n2CCCCC3)cc1
  sdo1 growth = 0.75	sdo1 growth Rescue 24 h = -0.04	Insulin prom inh = -64
Cc1ccc(C)c(NC(=S)NCc2ccc3c(c2)OCO3)c1
  sdo1 growth = -0.81	sdo1 growth Rescue 24 h = -0.82	Insulin prom inh = 61

Later entries:
sdo1 growth | sdo1 growth Rescue 24 h | Insulin prom inh | Molecule
0.32 | 0.51 | · | CC(=O)Nc1cccc(NC(=O)CSc2nnc(Cc3cccn3C)n2-c2ccc(C)cc2)c1
· | · | -14 | CCOC(=O)c1ccc(NNC(=O)CC)c([N+](=O)[O-])c1
-0.3 | 0.07 | -39 | CCOC(=O)c1c(NC(=O)C(C)NCc2ccco2)sc2c1CCC(C)C2 (stereo not given)
-1.1 | -1.1 | · | CC(C)OC(=O)CC(=O)CSc1nc2c(c(-c3cccs3)c1C#N)CCC2
0.26 | -0.04 | 37 | Cc1ccc(C)c(NC(=S)NNC(=O)c2ccco2)c1
-1.8 | -1.6 | -16 | O=C(COc1ccc(-c2ccccc2)cc1)N/N=C/c1cc(O)ccc1Br
-1.7 | -1.5 | 47 | CCOC(=O)C1=C(C)OC(N)=C(C#N)C1c1cc2cc(C)ccc2nc1N1CCCCC1 (stereo not given)
-1 | -0.84 | 3 | O=c1c2ccccc2nc(SCc2nnc(-c3ccccc3)o2)n1-c1ccc(F)cc1F
0.29 | 0.1 | -206 | CCCCSc1nc2c(cc1C#N)CCC2
-1.6 | -0.42 | -73 | O=[N+]([O-])c1ccc(-c2nc(-c3cccs3)c(-c3cccs3)[nH]2)cc1
-0.59 | -0.85 | -49 | C/C(=N/NC(=O)c1ccco1)c1cccc(NC(=O)c2ccc(C)o2)c1
-0.28 | -1.4 | 31 | O=C(NC1CCCCC1)C(c1ccncc1)N(Cc1ccc2c(c1)OCO2)C(=O)c1cnsn1 (stereo not given)
1.1 | 0.35 | -12 | CCCCNS(=O)(=O)c1ccc(OC)c2ncccc12
0.6 | 0.99 | -13 | O=C(CCCN1C(=O)c2cccc3cccc(c23)C1=O)N1CCN(c2ccccn2)CC1
1.8 | 2.4 | -223 | O=C(OCC(=O)N1CCN(c2ccccc2)CC1)C1=COCCO1
0.44 | 1.5 | · | Cc1cccc2sc(NC(=O)Cn3cccc3)nc12
· | · | -14 | OCCN1CCN(C(=S)NC2CCCC2)CC1
-1.3 | -0.81 | -110 | Cc1ccc(S(=O)(=O)NCCSc2nnnn2-c2cc(C)ccc2C)cc1
-1.4 | -0.65 | · | CCOC(=O)C1=C(c2ccc(OC)cc2)C(=O)c2ccccc2C1=O
0.03 | 0.13 | 6 | CCOc1ccc(OCC)c(NC(=O)C2CCN(S(=O)(=O)c3cnc[nH]3)CC2)c1
· | · | 28 | C[N+](C)(C)CCCNC(=O)c1ccc(/C=N/O)nc1
1.9 | 3.4 | 23 | Cc1[nH]c2ccccc2c1/C=N/NC(=O)CNC(=O)c1ccc2c(c1)OCO2
-0.09 | -0.21 | 0 | COCC(=O)Nc1ccc(C(N)=O)cc1
0.17 | 0.31 | · | CC(=O)c1c(C)nc(-c2ccc3c(c2)OCO3)n1O
-2 | -0.98 | -380 | COc1ccc(-c2nn(-c3ccccc3)cc2/C=N/N2C(=O)CSC2=S)cc1
0.62 | 0.06 | -18 | COc1ccc(N(C(=O)Cn2cnc3ccccc32)C(C(=O)NC2CCCCC2)c2ccccc2)cc1 (stereo not given)
-0.71 | -1.5 | 30 | COCCN1CCN(c2c3c(nc4cc(-c5cccc(F)c5)nn24)CCC3)CC1
-0.18 | -0.29 | -29 | CCS(=O)(=O)N1CCN(C(C)CCc2ccccc2)CC1 (stereo not given)
0.42 | 0.31 | · | NC(=O)CC(NC(=S)NCc1ccccc1)C(=O)O (stereo not given)
-0.83 | -0.58 | -79 | CN1CCN(CCOC2Cc3ccccc3Sc3ccc(Cl)cc32)CC1 (stereo not given)
0.28 | -0.18 | 9 | CCOc1ccccc1Oc1coc2cc(OC(=O)c3ccco3)ccc2c1=O
0.55 | 0.34 | · | COc1cccc(/C=C(\C#N)C(=O)NC2CCS(=O)(=O)C2)c1 (stereo not given)
-0.22 | -0.2 | 60 | CCCOC(=O)CCCC[C@H]1SC[C@@H](NC(=O)OC)[C@H]1NC(=O)OC
1.9 | 2.8 | · | COc1ccc(CN2C(=O)[C@@H]3C(c4ccccc4Cl)=NO[C@@H]3C2=O)cc1
0.01 | 1.7 | · | O=C(Nc1cccc(-c2cnc3ccccc3n2)c1)c1ccc(Cl)cc1
1.2 | 1.7 | -7 | O=C(NC1CCCCC1)N(CCN1CCCC1)Cc1cc2cc3c(cc2[nH]c1=O)OCCO3
· | · | 42 | CC(C)CSc1n[nH]c(=S)s1
0.35 | -0.03 | -49 | CCC(C)NS(=O)(=O)c1ccc(OCC(=O)NCC2CCCO2)cc1 (stereo not given)
-0.26 | -0.73 | -19 | Cc1ccc(Cn2cnc3ccccc32)cc1
0.7 | -0.25 | -71 | CCC(C)C(=O)Nc1ccc(OC)cc1[N+](=O)[O-] (stereo not given)
· | · | 45 | CN1C(=O)C2C(c3ccc(N(C)C)cc3)=NN(Cc3ccccc3)C2C1=O (stereo not given)
0.11 | -0.66 | -23 | Cc1cc(C)n(-c2nc(C)nc(N)n2)n1

Screening results from PubChem.

A portion of the library; rates above refer to the full screens.
